Source: PubChem BioAssay
hIAP inh: human IAP inhibitors, primary screen, biochemical, luminescence, uHTS; AID 2544, 2010; Intestinal-type alkaline phosphatase (Homo sapiens), P09923; purified IAP, CDP-Star luminescence, 30 min; inhibition, % at 10 µM; hit rate 0.12% among 330,000;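 active = inhibition reaching a set limit with compound at 10 µM in the primary screen, cut at about 35% in these data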;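 note: plate controls were DMSO wells with enzyme for no effect and no-enzyme buffer wells for full effect; values of inactives mirror those of a sister screen read the other way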
Target sequence (P09923 whole entry, looked up): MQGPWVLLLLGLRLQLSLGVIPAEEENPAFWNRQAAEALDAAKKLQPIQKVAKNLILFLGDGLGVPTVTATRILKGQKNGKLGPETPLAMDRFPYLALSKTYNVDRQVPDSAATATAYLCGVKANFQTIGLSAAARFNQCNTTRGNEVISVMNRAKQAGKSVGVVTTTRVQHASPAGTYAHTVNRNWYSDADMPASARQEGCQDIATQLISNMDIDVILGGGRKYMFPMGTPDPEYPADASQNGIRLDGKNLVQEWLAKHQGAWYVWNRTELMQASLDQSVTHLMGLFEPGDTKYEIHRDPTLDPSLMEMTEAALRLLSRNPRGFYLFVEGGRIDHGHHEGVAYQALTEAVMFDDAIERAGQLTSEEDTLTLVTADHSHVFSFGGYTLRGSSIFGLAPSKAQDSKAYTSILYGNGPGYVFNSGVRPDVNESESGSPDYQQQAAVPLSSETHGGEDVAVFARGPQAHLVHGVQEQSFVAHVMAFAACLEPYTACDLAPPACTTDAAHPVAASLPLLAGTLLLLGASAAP
MIN6 prolif: inducers of MIN6 beta-cell proliferation, primary screen, ATP luminescence, uHTS; proliferation, % at 10 µM; hit rate 0.29% among 330,000; MIN6 cells proliferation, ATPlite luminescence, 48 h; cells starved in 0.2% serum; 100% = growth in 10% serum;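 active = compounds whose signal lies at least 3.5 SD above the mean of all wells on their plate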;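 note: 0% = DMSO-treated cells in low-serum medium and 100% = 10% serum control; some compounds called inactive have numbers as strong as hits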
mIAP inh: inhibitors of mouse IAP, primary screen, biochemical, luminescence, uHTS. AID 2806, 2010. purified mouse IAP, CDP-Star luminescence, 30 min. hit rate 0.2% among 330,000. inhibition, % at 10 µM. intestinal alkaline phosphatase [Mus musculus];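 active = inhibition of at least 40% at 10 µM in the primary screen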;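 note: plate controls were DMSO with enzyme for no effect and no enzyme wells for full effect; values of inactives mirror those of a sister screen read the other way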
hIAP activ: human IAP activators, primary screen, biochemical, luminescence, uHTS; Intestinal-type alkaline phosphatase (Homo sapiens), P09923; purified human IAP, CDP-Star luminescence, 30 min; stronger effect = higher value; 1 = vehicle-only enzyme, 0 = enzyme-free background; activation factor at 10 µM; hit rate 0.16% among 330,000;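 active = activation factor of the enzyme at least 2-fold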; note: the source names both 10 and 20 µM as test concentration; values of inactives mirror those of a sister screen read the other way
A3A deaminase: APOBEC3A ssDNA deaminase inhibitors, primary screen, selectivity assay for APOBEC3G inhibitor project, biochemical, FAM/TAMRA oligo cleavage fluorescence; DNA dC->dU-editing enzyme APOBEC-3A (Homo sapiens), P31941; recombinant A3A, FAM/TAMRA ssDNA deamination fluorescence; inhibition, % at 20 µM; hit rate 0.41% among 330,000; AID 493011, 2011;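 active = at least 40% inhibition at 20 µM here, with at most 30% in a related deaminase screen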;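 note: plate controls were A3A with DMSO for no effect and wells lacking A3A enzyme for full effect; some results filed as inactive read as strong as hits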
MPTP inh: mitochondrial permeability transition pore inhibitors, primary screen, biochemical, isolated mouse mitochondria, absorbance. Ca2+ swelling absorbance, 30 min. inhibition, % at 10 µM. hit rate 1.4% among 360,000. AID 602449, 2012;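 active = inhibition of 50% or more, scaled per plate between neutral and stimulator controls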;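 note: 0% = DMSO wells given calcium and 100% = 1 mM EGTA wells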
GRIN3A LBD mod: binders of NR3A ligand-binding domain, primary screen, biophysical, differential scanning fluorimetry, uHTS. Glutamate receptor ionotropic, NMDA 3A (GRIN3A) ligand-binding domain. hit rate 2.5% among 340,000. NR3A LBD differential scanning fluorimetry, Tm shift; 0% = protein alone, 100% = glycine-bound protein. Tm shift relative to glycine control, % at 25 µM;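 active = melting temperature shift of at least 10% of the positive control shift, at one fixed dose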
mIAP act: activators of mouse IAP, primary screen, biochemical, luminescence, uHTS | intestinal alkaline phosphatase [Mus musculus] | muIAP, CDP-Star luminescence, 30 min; stronger effect = higher value; 1 = vehicle-only enzyme signal, 0 = enzyme-free wells | activation factor at 10 µM | hit rate 0.24% among 330,000;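 active = activation factor of at least 2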; note: the source names both 10 and 20 µM as test concentration; values of inactives mirror those of a sister screen read the other way
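System: mouse IAP enzyme. Reagent: CDP-Star chemiluminescent phosphatase substrate. Benchmarks: DMSO wells, no-enzyme wells. Times: 30 min enzyme-substrate-compound incubation at room temperature. Detection: luminescence from enzymatic CDP-Star hydrolysis. Doses: test compounds delivered from DMSO solution.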
A3G deaminase: APOBEC3G DNA deaminase inhibitors, primary screen, biochemical, fluorescence, single-stranded DNA substrate, uHTS. DNA dC->dU-editing enzyme APOBEC-3G (Homo sapiens), Q9HC16. recombinant A3G, ssDNA deamination FAM/TAMRA fluorescence. inhibition, % at 20 µM. hit rate 0.28% among 330,000. AID 493012, 2011;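 active = inhibition of at least 40% at 20 µM, with no more than 30% in the related APOBEC3A deaminase screen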;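 note: plate controls were DMSO wells with A3G for no effect and wells lacking A3G enzyme for full effect; some compounds called inactive have numbers as strong as hits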
Target sequence (Q9HC16 whole entry, looked up): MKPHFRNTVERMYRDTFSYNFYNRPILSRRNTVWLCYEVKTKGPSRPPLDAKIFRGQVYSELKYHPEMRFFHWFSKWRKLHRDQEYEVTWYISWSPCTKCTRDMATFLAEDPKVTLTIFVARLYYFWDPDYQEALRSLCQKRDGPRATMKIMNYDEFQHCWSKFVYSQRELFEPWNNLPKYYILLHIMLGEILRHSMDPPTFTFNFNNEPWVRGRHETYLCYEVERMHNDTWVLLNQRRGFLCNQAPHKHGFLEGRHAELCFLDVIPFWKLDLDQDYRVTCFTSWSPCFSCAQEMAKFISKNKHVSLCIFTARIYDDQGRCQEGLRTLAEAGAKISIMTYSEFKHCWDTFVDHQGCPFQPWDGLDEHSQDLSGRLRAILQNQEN
Numbers without * were called inactive.

Screening Cc1ccc2nc(-c3ccc(O)cc3)c(Nc3ccc4c(c3)OCCO4)n2c1 returned hIAP inh 5, MIN6 prolif -6, mIAP inh -2, hIAP activ 0.95, A3A deaminase -1, MPTP inh -0.1, GRIN3A LBD mod -11, mIAP act 1 and A3G deaminase 2.
CCN(CC(=O)Nc1c(F)cccc1F)C(=O)Cc1ccc(S(=O)(=O)N2CCOCC2)s1 was read as hIAP inh -13, MIN6 prolif -5, mIAP inh 0, hIAP activ 1.1, A3A deaminase 1, MPTP inh 1.1, GRIN3A LBD mod 1, mIAP act 1 and A3G deaminase 0.
For CC(C)[C@H](NC(=O)OCc1ccccc1)C(=O)N[C@@H](Cc1c[nH]c2ccccc12)C(=O)O the results were hIAP inh 14, MIN6 prolif 0, mIAP inh -9, hIAP activ 0.85, A3A deaminase -8, MPTP inh 1.9, GRIN3A LBD mod 1, mIAP act 1.1 and A3G deaminase -9.
Screening Cc1ccc(NC(=O)CN(C)C(=O)c2ccc(NS(=O)(=O)c3ccc4[nH]c(=O)[nH]c4c3)cc2)cc1 returned hIAP inh 4, MIN6 prolif 0, mIAP inh -7, hIAP activ 0.96, A3A deaminase -3, MPTP inh -1.2, GRIN3A LBD mod 0, mIAP act 1.1 and A3G deaminase 2.
Screening Cc1ccc(C)c(NC(=O)Cn2nnc(C(=O)NCc3ccco3)c2N)c1 returned hIAP inh -23, MIN6 prolif -2, mIAP inh -5, hIAP activ 1.2, A3A deaminase -3, MPTP inh -2.6, GRIN3A LBD mod 2, mIAP act 1.1 and A3G deaminase 1.
Oc1ccc(CNC2CCCCC2)cc1 was read as hIAP inh 10, MIN6 prolif -4, mIAP inh 4, hIAP activ 0.9, A3A deaminase -3, MPTP inh -2.3, GRIN3A LBD mod -1, mIAP act 0.96 and A3G deaminase 9.
For C/C(CC(=O)Nc1cccnc1)=N/NC(=O)COc1ccc(Cl)cc1Br the results were hIAP inh 23, MIN6 prolif -2, mIAP inh 3, hIAP activ 0.77, A3A deaminase 2, MPTP inh 7.0, GRIN3A LBD mod -6, mIAP act 0.97 and A3G deaminase 3.
COc1ccc(Cl)cc1NC(=O)C(C)N1CCc2ccccc21 (stereo unspecified) was read as hIAP inh 5, MIN6 prolif -5, mIAP inh -7, hIAP activ 0.95, A3A deaminase -1, MPTP inh 1.3, GRIN3A LBD mod -5, mIAP act 1.1 and A3G deaminase -4.
`CC1CN(S(=O)(=O)c2cccc(C(=O)NNC(=O)C(C)Oc3ccccc3F)c2)CC(C)O1` (stereo unspecified) gave hIAP inh -29, MIN6 prolif 5, mIAP inh 8, hIAP activ 1.3, A3A deaminase -1, MPTP inh -0.9, GRIN3A LBD mod 1, mIAP act 0.93 and A3G deaminase -6.
For Cc1ccc(C(=O)CC2(O)C(=O)N(C)c3ccc(Br)cc32)c(C)c1 (stereo unspecified) the results were hIAP inh -17, MIN6 prolif 0, mIAP inh 6, hIAP activ 1.2, A3A deaminase 3, MPTP inh -0.2, GRIN3A LBD mod -1, mIAP act 0.94 and A3G deaminase 5.
Screening O=C(Nc1ccncc1)c1cc(-c2ccccn2)nc2ccc(Br)cc12 returned hIAP inh -16, MIN6 prolif -1, mIAP inh 9, hIAP activ 1.2, A3A deaminase 17, MPTP inh -1.1, GRIN3A LBD mod -1, mIAP act 0.91 and A3G deaminase 7.
CCCCC(CCC(=O)Nc1ccccc1C(=O)OCC)C(=O)O (stereo unspecified) was read as hIAP inh 10, MIN6 prolif -1, mIAP inh -2, hIAP activ 0.9, A3A deaminase -4, MPTP inh -2.1, GRIN3A LBD mod -4, mIAP act 1 and A3G deaminase -14.
Cc1nc(C(F)(F)F)nc(Nc2ccc(N=Nc3ccccc3)cc2)c1C#N was read as hIAP inh -4, MIN6 prolif -2, mIAP inh 3, hIAP activ 1, A3A deaminase 2, MPTP inh -0.6, GRIN3A LBD mod -3, mIAP act 0.97 and A3G deaminase 0.
For Cc1c(Cl)cccc1NC(=O)CCC(=O)N/N=C/c1ccco1 the results were hIAP inh -23, MIN6 prolif -3, mIAP inh 3, hIAP activ 1.2, A3A deaminase -5, MPTP inh -2.4, GRIN3A LBD mod 0, mIAP act 0.97 and A3G deaminase -11.
Cc1ccc(S(=O)(=O)N2CCCCC2)cc1C(=O)NC1CC(C)(C)NC(C)(C)C1 was read as hIAP inh 4, MIN6 prolif -1, mIAP inh -4, hIAP activ 0.96, A3A deaminase -3, MPTP inh -2.0, GRIN3A LBD mod -5, mIAP act 1 and A3G deaminase -12.
`COc1ccc(Cc2nnc(SCC(=O)NC(C)c3ccccc3)o2)cc1` (stereo unspecified) gave hIAP inh 6, MIN6 prolif 1, mIAP inh -12, hIAP activ 0.94, A3A deaminase 0, MPTP inh 2.5, GRIN3A LBD mod 0, mIAP act 1.1 and A3G deaminase -3.
Screening Cc1[nH]c(C)c(S(=O)(=O)NCc2ccccc2Cl)c1C(=O)N1CCCC1 returned hIAP inh -31, MIN6 prolif 2, mIAP inh -12, hIAP activ 1.3, A3A deaminase -2, MPTP inh 0.7, GRIN3A LBD mod -1, mIAP act 1.1 and A3G deaminase -4.
`O=C1C=CC[C@H](/C=C/C[C@@H](O)C[C@H](O)CCc2ccccc2)O1` gave hIAP inh -8, MIN6 prolif -4, mIAP inh 3, hIAP activ 1.1, A3A deaminase -2, MPTP inh 0.2, GRIN3A LBD mod 1, mIAP act 0.97 and A3G deaminase -10.
For CN(c1ccccc1C(=O)NC1CCCCC1)S(=O)(=O)c1ccccc1 the results were hIAP inh 9, MIN6 prolif -2, mIAP inh -2, hIAP activ 0.91, A3A deaminase 0, MPTP inh -0.3, GRIN3A LBD mod 0, mIAP act 1 and A3G deaminase -2.
CC(OC(=O)c1cccc(O)c1)C(=O)N(C)Cc1ccccc1 (stereo unspecified) was read as hIAP inh 0, MIN6 prolif -3, mIAP inh 8, hIAP activ 1, A3A deaminase 0, MPTP inh -0.9, GRIN3A LBD mod 0, mIAP act 0.92 and A3G deaminase -7.
For O=C(CC1C(=O)NCCN1Cc1ccc(F)cc1Cl)NC1CCCCCCC1 (stereo unspecified) the results were hIAP inh 4, MIN6 prolif 0, mIAP inh 3, hIAP activ 0.96, A3A deaminase -1, MPTP inh -0.5, GRIN3A LBD mod 0, mIAP act 0.97 and A3G deaminase -4.
Cc1[nH]n(-c2ccc(F)cc2)c(=O)c1/C=N/c1sc2c(c1C#N)CCCC2 was read as hIAP inh 26, MIN6 prolif -4, mIAP inh 18, hIAP activ 0.74, A3A deaminase -4, MPTP inh 106*, GRIN3A LBD mod -2, mIAP act 0.82 and A3G deaminase -3.
Nc1ccc2c(c1)Nc1ccccc1CC2 was read as hIAP inh -5, MIN6 prolif -4, mIAP inh 10, hIAP activ 1.1, A3A deaminase -5, MPTP inh -2.9, GRIN3A LBD mod -2, mIAP act 0.9 and A3G deaminase -5.
`CC(=O)c1c(C)n([O-])c2ccc(C)cc2[n+]1=O` gave hIAP inh 15, MIN6 prolif -1, mIAP inh 1, hIAP activ 0.85, A3A deaminase -1, MPTP inh -1.5, GRIN3A LBD mod 0, mIAP act 0.99 and A3G deaminase -2.
COc1ccc(C(=O)C(C)OC(=O)CNC(=O)c2ccco2)cc1 (stereo unspecified) was read as hIAP inh -8, MIN6 prolif -4, mIAP inh 2, hIAP activ 1.1, A3A deaminase -3, MPTP inh -0.5, GRIN3A LBD mod -1, mIAP act 0.98 and A3G deaminase -4.
For Cc1ccc(CN2CCC(C(=O)NCCC(C)C)CC2)o1 the results were hIAP inh -29, MIN6 prolif 0, mIAP inh 1, hIAP activ 1.3, A3A deaminase -9, MPTP inh 5.5, GRIN3A LBD mod -3, mIAP act 0.99 and A3G deaminase -8.
`COC(=O)CNC(=O)c1cccc(Cl)c1` gave hIAP inh -5, MIN6 prolif -4, mIAP inh -7, hIAP activ 1.1, A3A deaminase 1, MPTP inh -4.2, GRIN3A LBD mod -2, mIAP act 1.1 and A3G deaminase -6.
Screening CN1CCN(S(=O)(=O)c2ccc(NC(=O)c3ccccc3F)cc2)CC1 returned hIAP inh 2, MIN6 prolif -3, mIAP inh 1, hIAP activ 0.98, A3A deaminase -6, MPTP inh 0.3, GRIN3A LBD mod 0, mIAP act 0.99 and A3G deaminase -3.
For O=C(c1ccccc1)C1CCN(C(=O)C2CCC(=O)N(Cc3ccccc3F)C2)CC1 (stereo unspecified) the results were hIAP inh -2, MIN6 prolif 1, mIAP inh 4, hIAP activ 1, A3A deaminase -1, MPTP inh 0.4, GRIN3A LBD mod 0, mIAP act 0.96 and A3G deaminase -1.
CC1CN(S(=O)(=O)N2CCOCC2)CCN1S(=O)(=O)N1CCOCC1 (stereo unspecified) was read as hIAP inh 3, MIN6 prolif 0, mIAP inh 1, hIAP activ 0.97, A3A deaminase -1, MPTP inh -0.1, GRIN3A LBD mod 0, mIAP act 0.99 and A3G deaminase -3.
For O=C(CSc1nc2nc(-c3cccs3)cc(C(F)(F)F)c2c(=O)[nH]1)Nc1c(F)c(F)c(F)c(F)c1F the results were hIAP inh 16, MIN6 prolif -7, mIAP inh 11, hIAP activ 0.84, A3A deaminase 1, MPTP inh 55*, GRIN3A LBD mod 22*, mIAP act 0.89 and A3G deaminase -13.
O=C(COC(=O)c1cc(Cl)ccc1O)NC(=O)NCc1ccccc1 was read as hIAP inh 5, MIN6 prolif -2, mIAP inh -11, hIAP activ 0.95, A3A deaminase -3, MPTP inh 1.2, GRIN3A LBD mod 0, mIAP act 1.1 and A3G deaminase -9.
`Cn1c(=O)c(=O)n(C)c2cc(S(=O)(=O)NCCN3CCN(c4ccccc4F)CC3)ccc21` gave hIAP inh -8, MIN6 prolif 1, mIAP inh -13, hIAP activ 1.1, A3A deaminase -2, MPTP inh 1.9, GRIN3A LBD mod -2, mIAP act 1.1 and A3G deaminase -3.
CCOC(=O)C1(CCOc2ccccc2)CCN(Cc2ccc3c(c2)OCCO3)CC1 was read as hIAP inh -2, MIN6 prolif -4, mIAP inh 2, hIAP activ 1, A3A deaminase -2, MPTP inh 37, GRIN3A LBD mod 0, mIAP act 0.98 and A3G deaminase -8.
CC(/C=N/NC(=S)Nc1cccc(S(=O)(=O)N(C)C)c1)c1ccccc1 (stereo unspecified) was read as hIAP inh -8, MIN6 prolif 4, mIAP inh -8, hIAP activ 1.1, A3A deaminase 2, MPTP inh 2.6, GRIN3A LBD mod 0, mIAP act 1.1 and A3G deaminase 2.
